NPY-Y1 PAM-ag – potentiators or agonists of human neuropeptide Y receptor Y1 | AID 1304 | activation, % at 3.6 µM | P25929 | NPY-Y1 expressing cells, potentiator/agonist activation | 220,000 compounds, 0.37% hits; in the data active = activation above about 33%, passing the limit was not always enough;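 note: cells stimulated with NPY at EC10 then isoproterenol at EC100; 0% = low agonist plus stimulus and 100% = saturating agonist plus stimulus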
Target sequence (P25929 whole entry, looked up): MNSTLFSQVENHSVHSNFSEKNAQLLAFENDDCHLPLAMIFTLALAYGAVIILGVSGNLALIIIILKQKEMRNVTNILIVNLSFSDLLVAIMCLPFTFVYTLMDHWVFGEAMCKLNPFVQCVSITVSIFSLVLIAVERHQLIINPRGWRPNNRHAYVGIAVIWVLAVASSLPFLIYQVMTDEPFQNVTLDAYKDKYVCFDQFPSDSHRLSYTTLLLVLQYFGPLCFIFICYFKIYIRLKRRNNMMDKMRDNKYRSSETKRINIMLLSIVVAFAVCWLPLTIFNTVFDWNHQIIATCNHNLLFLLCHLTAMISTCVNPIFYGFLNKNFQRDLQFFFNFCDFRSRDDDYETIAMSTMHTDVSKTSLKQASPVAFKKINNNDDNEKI
EP2 antag – EP2 receptor (human) inhibition; P43116; C6 glioma cells expressing human EP2, cAMP TR-FRET; cells stimulated with saturating PGE2; inhibition, % at 25 µM; 260,000 compounds, 0.52% hits; AID 1422;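 active = percent inhibition above 40 after rounding to a whole number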;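 note: rat C6 glioma host cells with rolipram phosphodiesterase inhibitor present; the protocol text gives 20 µM as final concentration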
NPY2 pot ag – human NPY-Y2 potentiation or agonism, primary screen | 220,000 compounds, 0.45% hits | cells expressing NPY-Y2, potentiator/agonist read-out | AID 1359 | P49146 | activation, % at 3.6 µM; in the data active = activation above about 27%;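 note: cells stimulated with NPY near EC25 plus isoproterenol at EC100; 0% = vehicle plus submaximal agonist and 100% = vehicle plus saturating agonist; some results beyond the cut were filed as inactive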
Target sequence (P49146 whole entry, looked up): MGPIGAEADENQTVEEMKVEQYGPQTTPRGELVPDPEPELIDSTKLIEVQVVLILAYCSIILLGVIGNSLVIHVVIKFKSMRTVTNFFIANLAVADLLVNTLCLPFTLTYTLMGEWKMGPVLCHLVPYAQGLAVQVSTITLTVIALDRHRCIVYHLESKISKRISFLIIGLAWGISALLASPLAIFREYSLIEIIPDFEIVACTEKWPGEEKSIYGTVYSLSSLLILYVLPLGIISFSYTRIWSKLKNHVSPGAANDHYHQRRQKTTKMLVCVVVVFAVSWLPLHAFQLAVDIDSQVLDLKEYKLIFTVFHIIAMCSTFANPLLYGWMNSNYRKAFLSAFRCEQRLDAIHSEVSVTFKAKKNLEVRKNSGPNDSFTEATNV
S1P4 agonist – human S1P4 receptor agonism | S1P4-expressing cell line, agonist reporter assay | activation, % at 4.98 µM | 220,000 compounds, 0.35% hits; in the data active = activation above about 11%;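 note: 0% = DMSO vehicle and 100% = reference agonist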
eIF4E-4G inh – blocks eIF4E binding to eIF4G. TR-FRET eIF4E-eIF4GI(517-606) binding, 2 h. inhibition, % at 21.7 µM. 220,000 compounds, 0.37% hits;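 active = inhibition above about 30%, limit read from the data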;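 note: 0% = full FRET control wells and 100% = background wells lacking eIF4GI fragment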
NPY Y1 blocker – antagonists of human neuropeptide Y receptor Y1. P25929. HEK293-CNG Y1 cells, membrane potential fluorescence; NPY at EC95, then isoproterenol. inhibition, % at 3.6 µM. 200,000 compounds, 1% hits. AID 1040;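 active = inhibition above the campaign mean inhibition of all tested compounds plus 3 SD, cut at about 20% in these data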;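 note: 0% = DMSO wells given NPY plus isoproterenol and 100% = isoproterenol alone without NPY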
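Test system: HEK293 cells co-expressing NPY Y1 receptor and cyclic-nucleotide gated channel; Also added: NPY (25 nM), isoproterenol (1 µM), Ro 20-1724 (25 µM); Compound dosing: one concentration, 3.6 µM, in 0.4% DMSO; Timing: dye 3 h, compound 60 min room temperature, stimulation 45 min; Technique: Membrane-potential fluorescent dye readout.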
p97 inhibitor – blocks human p97 ATPase activity; 220,000 compounds, 0.42% hits; recombinant p97 ATPase, Kinase-Glo ATP luminescence, 3 h; P55072; inhibition, % at 8 µM; in the data active = inhibition above about 15%;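 note: 0% = DMSO vehicle and 100% = wells lacking enzyme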
EP2 mod – modulators of human EP2 prostaglandin E2 receptor; P43116; 260,000 compounds, 0.83% hits; induction, % at 25 µM; EP2-expressing cells, cAMP HTRF FRET, PGE2 co-stimulation; AID 940;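 active = compounds whose cAMP rise, as percent of the full-agonist control response, exceeds 60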;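 note: rat C6 glioma line stably carrying human EP2 under a CMV promoter; the protocol text gives 20 µM as final concentration; 100% = response of wells given 1 µM PGE2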
S1P4 antag – antagonists of human S1P4 receptor. inhibition, % at 4.98 µM. S1P4-expressing cells, antagonist mode, reporter read-out. 220,000 compounds, 0.26% hits. O95977; in the data active = inhibition above about 29%;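 note: 0% = wells stimulated with agonist and 100% = vehicle wells without agonist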
* marks the source's active call; other numbers are inactive results; / = not tested or not shown; & = joins results of further samples; [ ] = dose if it differs, or a comment.

SMILES | NPY-Y1 PAM-ag | EP2 antag | NPY2 pot ag | S1P4 agonist | eIF4E-4G inh | NPY Y1 blocker | p97 inhibitor | EP2 mod | S1P4 antag
O=C(NCCN1CCOCC1)c1ccc(CS(=O)(=O)Cc2ccccc2F)o1 | -6 | 8 | 12 | 1.4 | -3 | 5 | 4 | 12 | -38
CSc1ncc(S(=O)(=O)c2ccccc2)c(=O)[nH]1 | -2 | 1 | -3 | 1.8 | 2 | 4 | 5 | 43 | -13
CNc1nc(N/N=C/c2cc3c(cc2[N+](=O)[O-])OCO3)nc(Nc2ccccc2)n1 | 13 | 2 | 1 | 1.6 | 12 | 4 | 6 | -45 | -11
COC(=O)c1[nH]c2cc(C)ccc2c1NC(=O)CN1CCOCC1 | 2 | 16 | -1 | -0.5 | -2 | / | 8 | 13 | -5
CCOc1ccc(CN2CCNC(=O)C2CC(=O)NCCc2ccccn2)cc1 (stereo not given) | -13 | 4 | -5 | 0.5 | 2 | 6 | 3 | 14 | -6
Cc1ccc(C(=O)O)cc1NC(=O)CN1C(=O)C2C3c4ccccc4C(Br)(c4ccccc43)C2C1=O (stereo not given) | 8 | 12 | 2 | -1.2 | -1 | 3 | 2 | 21 | -11
Cc1cc(N2CCCC2=O)c(N)cc1N | -4 | 26 | 3 | -1.0 | 5 | 0 | 3 | 9 | -22
Cc1ccc(-c2[nH]c(=O)n3ccncc23)s1 | -1 | 12 | 10 | -1.7 | 6[fluorescence artefact?] | 0 | -3 | 29 | 15
O=C(O)Cc1ccc2c(c1)N(S(=O)(=O)c1cccc(C(F)(F)F)c1)CC(C(=O)O)O2 (stereo not given) | -8 | 6 | 2 | -0.1 | 1[fluorescence artefact?] | 9 | -6 | 27 | -4
CCc1cc2c(N=Nc3c(O)[nH]c4ccccc34)ncnc2s1 | 16 | 12 | -10 | -0.8 | -8 | 1 | 4 | -2 | -13
O=C(c1cc([N+](=O)[O-])ccc1N1CCCCC1)N1CCCCC1 | -5 | 3 | 7 | -0.9 | -8 | -1 | 1 | 22 | -2
COc1cc(OC)cc(C(=O)Nc2cccnc2)c1 | 9 | 9 | 1 | -2.4 | 2 | 5 | 0 | 7 | -13
CC(=O)c1sc(C(=O)O)c(-c2ccco2)c1-c1ccco1 | -6 | 43* | 6 | -2.3 | 6 | / | 14 | -36 | 14
O=C(c1n[nH]c(=O)c2ccccc12)N1CCN(c2ccc(F)cc2)CC1 | 23 | / | 15 | 2.2 | -2 | 2 | 4 | 0 | 1
COc1cccc(-n2nnnc2SCC(=O)Nc2nc3c(s2)CCCC3)c1 | -29 | 11 | -20 | 5.4 | 0[fluorescence artefact?] | 6 | -8 | -32 | -16
COc1cc(C(=O)N(Cc2cc3ccccc3[nH]c2=O)CC2CCCO2)cc(OC)c1OC (stereo not given) | -2 | 5 | 4 | 1.4 | 3 | 1 | -5 | 2 | -6
COc1ccc(N(CCCN2C(=O)c3cccc4cccc(c34)C2=O)C(=O)c2ccncc2)cc1 | 42* | 7 | -4 | 1.5 | -4 | 3 | 3 | -1 | 16
COc1ccccc1NC(=O)Cn1cnc2c(oc3ccccc32)c1=O | -10 | 11 | 9 | -3.7 | 1 | 1 | 6 | -4 | 1
O=C(O)CC(C(=O)Nc1cccc(C(F)(F)F)c1)C1CCCO1 (stereo not given) | -4 | 11 | 9 | 0.6 | 2[fluorescence artefact?] | -5 | 6 | 10 | -10
CCSc1ccc(-c2ccco2)nn1 | 5 | 4 | 9 | -0.2 | 1 | 0 | 1 | -3 | -19
Cc1ccc(-c2nc(C#N)c(NCCN3CCCCC3)o2)cc1 | -30 | 9 | 0 | -1.6 | 5 | 3 | 2 | 2 | 0
CN1/C(=C\C(=O)C[n+]2cccc(C(N)=O)c2)C(C)(C)c2ccccc21 | 4 | 2 | 11 | 2.6 | -7 | 5 | 9 | -16 | -26
Cc1ccc(CSc2nc3c(c(=O)[nH]2)C(c2ccncc2)C2=C(CCCC2=O)N3)cc1 (stereo not given) | -15 | 8 | -20 | -1.1 | -6 | 11 | -4 | -22 | -9
O=C(CCS(=O)(=O)c1ccccc1)Nc1nc2c(s1)COc1ccccc1-2 | -23 | 12 | 8 | -3.6 | -6 | 2 | -2 | -17 | -7
CC(C)(C)c1ccc(C(=O)NCC(=O)O)cc1 | 3 | 4 | -2 | 0.8 | -4 | 0 | -4 | 5 | 5
O=C(NC1CCCc2ccccc21)c1ccc(CNc2c(N3CCOCC3)c(=O)c2=O)cc1 (stereo not given) | -20 | 9 | 7 | 0.2 | 3 | 0 | -7 | -45 | 3
CC(OC(=O)CCc1nc2ccccc2c(=O)[nH]1)C(=O)Nc1ccc2c(c1)OCO2 (stereo not given) | -15 | 9 | 2 | 1.3 | 2 | / | 3 | -31 | -3
CCN(CC)CCN(C(=O)CCOc1ccccc1)c1nc2c(F)cc(F)cc2s1 | -3 | 14 | -6 | 0.6 | -2 | 11 | 0 | -14 | -4
CCN(CC)C(=O)c1cc(-c2ccccc2OC)on1 | -6 | 9 | 6 | 0.3 | -16 | -6 | 0 | 1 | 0
O=C(CSc1cccc[n+]1[O-])Nc1ccc2c(c1)OCO2 | -3 | 1 | 5 | -0.2 | 2 | -2 | 6 | 32 | -9
COC(=O)c1ccc(COc2ccccc2/C=N/Nc2cccc(C(=O)O)c2)cc1 | -15 | 4 | -31 | -1.4 | -2 | 7 | 5 | -11 | -13
OCCn1c(CSc2nc3ccccc3n2CCO)nc2ccccc21 | 4 | -8 | 3 | -1.1 | -5 | -1 | -7 | 0 | 2
CC(=NCc1ccco1)c1c(C)[nH]n(-c2nc3ccccc3s2)c1=O | 20 | 11 | 21 | 0.0 | 2 | 1 | -4 | -1 | -6
O=S1(=O)CC(O)C(N(CCO)C(=S)Nc2ccccc2)C1 (stereo not given) | -3 | 8 | -7 | 0.8 | -4 | / | 2 | 28 | -11
O=C(N/C(=C/c1ccco1)C(=O)N1CCc2ccccc21)c1ccco1 | 16 | 8 | -2 | 1.6 | -1 | / | 6 | 13 | -13
CCc1ccc(C(=O)CC2(O)C(=O)N(CN3CCOCC3)c3ccccc32)cc1 (stereo not given) | -3 | 9 | -2 | -4.1 | -1 | 2 | -2 | 7 | 0

In a second layout: three of the compounds above.
Value order – NPY-Y1 PAM-ag	EP2 antag	NPY2 pot ag	S1P4 agonist	eIF4E-4G inh	NPY Y1 blocker	p97 inhibitor	EP2 mod	S1P4 antag
- CCN(CC)C(=O)c1cc(-c2ccccc2OC)on1
    -6	9	6	0.3	-16	-6	0	1	0
- O=C(CSc1cccc[n+]1[O-])Nc1ccc2c(c1)OCO2
    -3	1	5	-0.2	2	-2	6	32	-9
- COC(=O)c1ccc(COc2ccccc2/C=N/Nc2cccc(C(=O)O)c2)cc1
    -15	4	-31	-1.4	-2	7	5	-11	-13

The listing continues.
SMILES | NPY-Y1 PAM-ag | EP2 antag | NPY2 pot ag | S1P4 agonist | eIF4E-4G inh | NPY Y1 blocker | p97 inhibitor | EP2 mod | S1P4 antag
Cc1nn(Cc2ccccc2Cl)c(C)c1NC(=O)c1noc2c1CCCCC2 | 9 | 4 | -6 | 0.5 | 3 | 4 | -6 | 27 | 4
Cc1ccc(-n2ncc3c(=O)[nH]cnc32)c(C)c1 | -8 | 4 | 5 | 1.1 | -1[fluorescence artefact?] | 4 | 10 | 5 | 13
Cc1cc(-c2nc(C)c(C(=O)NNS(=O)(=O)c3ccccc3)s2)no1 | 10 | 6 | 1 | 0.4 | 1 | / | 4 | -12 | -4
CC1(C)CC(=O)C/C(=N\NC(=O)Cc2ccccc2)C1 | -13 | 7 | -7 | -2.2 | -6 | 4 | 8 | -3 | -5
COc1cc(SC)ccc1C(=O)NC(C)C | -1 | 6 | 11 | 0.0 | 7 | 2 | 8 | 23 | -4
CCOc1nc(N(C)C)nc(-n2nnc(C(C)=O)c2C)n1 | -2 | 6 | 7 | 0.7 | -1 | 0 | 1 | 15 | -25
N#C/C(=C\Nc1ccc(F)c(Cl)c1)S(=O)(=O)c1ccccn1 | -4 | 12 | -8 | 0.4 | -1 | / | 0 | -25 | 12
CN(C)c1ccc(P(=O)(CC(=O)N/N=C/c2ccc(C#N)cc2)OCCCl)cc1 (stereo not given) | -11 | 6 | 4 | 2.1 | 2 | 3 | 3 | 27 | 3
O=C(O)CCCCCN1C(=O)/C(=C\c2ccncc2)SC1=S | -2 | 15 | -6 | 0.5 | -1 | 4 | -4 | -9 | -6
Cc1cccc(NC(=S)NNC(=O)c2csc(C(C)C)c2)c1 | -24 | 4 | -17 | -0.8 | 0 | 15 | 0 | -4 | -14
O=C(Nc1ccc(Cl)cn1)c1cc2c(s1)-c1ccccc1OC2 | -14 | 10 | -18 | 1.1 | 3 | / | 4 | 25 | 8
CCOc1ccc(S(=O)(=O)NCc2ccc(F)cc2)c2cccnc12 | 33 | 26 | -8 | -2.2 | 5[fluorescence artefact?] | 3 | 1 | 20 | -7
O=C(Cc1ccccc1)NCC(=O)OCC(=O)c1cccs1 | 5 | 13&8 | 10 | 1.4 | -5 | -2 | 3 | 17&14 | 0
Cc1ccc(C2=CSC3=NNC4(CCCCC4)NN23)cc1 | 7 | 3 | 4 | -1.6 | -3 | -1 | 3 | -38 | -12
Nc1nnc(SCC(=O)Nc2cccc(S(N)(=O)=O)c2)s1 | 7 | 9 | 3 | 1.6 | 1 | 1 | 2 | 19 | -9
O=[N+]([O-])c1ccc(C2CCCC/C2=N/OCc2ccc(F)cc2)c([N+](=O)[O-])c1 (stereo not given) | -15 | 6 | -15 | 1.8 | 5 | 12 | 2 | 38 | -6
COc1cc(-c2cc(OC)c3c(C)oc(C)c3c(=O)c2)ccc1O | 10 | 7 | -1 | -0.7 | -6[fluorescence artefact?] | 3 | 2 | 1 | -14
CCCCC(=O)Nc1ccc(C(=O)NNC(=O)c2ccc(C)c(Br)c2)cc1 | 4 | 7 | 11 | -0.1 | -1 | 4 | 4 | -6 | -10
CCN(CC)c1ccc(C(=S)N2CCN(c3ccccc3)CC2)cc1 | -19 | 18 | 5 | 0.9 | -10 | 2 | 3 | 6 | 10
CCOC(=O)Cn1cnc2c(C#N)c3n(c2c1=O)CCCCC3 | -10 | 11 | 7 | -2.1 | 3[fluorescence artefact?] | -10 | 6 | 13 | -11
Cc1cccc(N=Cc2c(O)cc(C)oc2=O)c1 | 16 | 10 | 18 | -1.1 | -3 | 4 | 1 | 28 | -1
Cc1ccc(OC(C)C(=O)O)cc1C (stereo not given) | -30 | 22 | -6 | -1.1 | -4[fluorescence artefact?] | 4 | 3 | 36 | -7
CSC1=N/C(=C\c2ccc(Br)o2)C(=O)S1 | -3 | 8 | 9 | 1.3 | 12[fluorescence artefact?] | 3 | -1 | 43 | -6
CCCCNC(=O)NNC(=O)c1ccoc1C | -5 | 10 | -7 | 0.2 | -8 | -2 | -4 | 7 | -19
CCOCCCNC(=O)C(c1ccc(OC)cc1)N(Cc1ccc2c(c1)OCO2)C(=O)c1ccccn1 (stereo not given) | 4 | 4 | -2 | -0.3 | 3 | 2 | -2 | 15 | -17
CCCOC(=O)C(C)n1c(-c2ccccc2)nc2ccccc2c1=O (stereo not given) | -58 | 20 | -66 | -0.3 | 9 | 33* | -5 | 61* | 21
COc1ccc(/C=N/Nc2ncnc(Cl)c2N)cc1OC | -14 | 5 | -6 | 2.4 | -1[fluorescence artefact?] | -2 | 3 | -6 | 6
CCOC(=O)C1(CC2CC2)CCN(Cc2ccc(C(=O)OC)cc2)CC1 | 4 | 8 | -24 | -3.4 | 4 | 6 | 2 | 33 | -11

Some of the compounds tested; count on the stated rates, not on these rows.
